IDH1 mut inh = inhibitors of human IDH1 R132H; IDH1 R132H reductase, diaphorase/resazurin fluorescence, 60 min; inhibition, % at 10 µM; 70,000 tested, 0.18% active; O75874; in the data active means inhibition above about 34%;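 further: 0% = DMSO and 100% = no enzyme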
PRC2 inh = blocks human EZH2/PRC2 H3K27 methylation; Q15910; DELFIA TRF, 1 h; inhibition, % at 12.5 µM; 57,000 tested, 0.35% active;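 active means mean inhibition of replicates at least 50% and every single replicate also reaching 50%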;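 further: dimethyl H3K27 on biotinylated H3 21-44 peptide detected by antibody; plate controls were median neutral control wells for no effect and median positive control wells for full effect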
Target sequence (Q15910 whole entry, looked up): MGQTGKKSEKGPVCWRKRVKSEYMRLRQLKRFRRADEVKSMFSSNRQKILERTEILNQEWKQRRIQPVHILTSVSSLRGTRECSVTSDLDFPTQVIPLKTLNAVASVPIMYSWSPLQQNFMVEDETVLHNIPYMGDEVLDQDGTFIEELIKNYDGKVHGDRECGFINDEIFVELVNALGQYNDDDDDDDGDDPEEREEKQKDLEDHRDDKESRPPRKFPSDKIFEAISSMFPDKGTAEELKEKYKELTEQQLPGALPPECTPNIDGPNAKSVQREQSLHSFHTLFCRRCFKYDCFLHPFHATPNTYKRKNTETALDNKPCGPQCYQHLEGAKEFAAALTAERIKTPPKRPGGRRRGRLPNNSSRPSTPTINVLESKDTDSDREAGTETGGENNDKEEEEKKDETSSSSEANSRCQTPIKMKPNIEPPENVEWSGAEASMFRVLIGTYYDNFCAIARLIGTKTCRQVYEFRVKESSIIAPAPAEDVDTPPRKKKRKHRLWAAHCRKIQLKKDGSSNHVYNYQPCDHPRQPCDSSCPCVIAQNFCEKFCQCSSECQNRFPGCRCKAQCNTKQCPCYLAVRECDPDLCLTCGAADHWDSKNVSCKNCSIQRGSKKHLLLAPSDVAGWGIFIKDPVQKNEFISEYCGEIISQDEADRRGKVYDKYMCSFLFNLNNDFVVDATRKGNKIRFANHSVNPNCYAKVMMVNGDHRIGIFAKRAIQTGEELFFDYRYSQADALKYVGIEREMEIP
Active calls of the source: *; . = no result given; & = joins results of further samples. Only part of the results is shown (hit frequency here may not be typical).

Each structure is followed by: IDH1 mut inh, PRC2 inh
> C[C@H](CO)N1C[C@H](C)[C@@H](CN(C)Cc2ccc(-c3ccccc3)cc2)Oc2ccc(NC(=O)CCCCCC(=O)Nc3ccccc3N)cc2CC1=O
    0.1, .
> C[C@H](CO)N1C[C@H](C)[C@@H](CN(C)C(=O)c2ccncc2)OCCCC[C@H](C)Oc2ccc(NC(=O)C3CCCCC3)cc2C1=O
    ., 2
> CCCC#Cc1cnc2c(c1)C(=O)N([C@H](C)CO)C[C@H](C)[C@H](CN(C)S(=O)(=O)c1ccccc1)O2
    0.9, -2
> CO[C@H]1CN(C)C(=O)c2cc(NC(=O)c3nc4ccccc4s3)ccc2OC[C@@H](C)NC[C@H]1C
    -0.1, -6
> CC(=O)O[C@]1(C(C)=O)CC[C@H]2[C@@H]3C=C(C)C4=CC(=O)CC[C@]4(C)[C@H]3CC[C@@]21C
    0.8, 0
> CCCC#Cc1cnc2c(c1)C(=O)N([C@H](C)CO)C[C@@H](C)[C@H](CN(C)C(=O)Cc1cccnc1)O2
    -0.3, .
> C[C@H]1CN([C@@H](C)CO)C(=O)c2cc(-c3cccc(C(=O)N(C)C)c3)cnc2O[C@@H]1CN(C)S(=O)(=O)c1ccc(F)cc1
    -0.2, .
> O=C(O)C[C@H]1C[C@H]2c3cc(NC(=O)Nc4ccc(F)cc4)ccc3O[C@H]2[C@H](CO)O1
    1.0, -11
> C[C@@H]1CC[C@]2(C(=O)O[C@@H]3O[C@H](CO)[C@@H](O)[C@H](O)[C@H]3O)CC[C@]3(C)C(=CCC4[C@@]5(C)C[C@@H](O)[C@H](O)C(C)(C)C5CC[C@]43C)C2[C@]1(C)O (stereo not given in full)
    -0.2, 36
> C[C@@H]1CN([C@H](C)CO)S(=O)(=O)c2ccc(-c3cccnc3)cc2O[C@@H]1CN(C)C(=O)CN(C)C
    6.4, 6
> CCCNC(=O)Nc1ccc2c(c1)OC[C@H](C)N(C(=O)c1ccccc1F)C[C@@H](C)[C@@H](OC)CN(C)C2=O
    -0.2, 4
> CN(C)c1ccc2c(c1)[C@H]1C[C@@H](CC(=O)NCc3ccccn3)O[C@@H](CO)[C@H]1O2
    -2.6, 1
> CC(=O)NCCc1c[nH]c2ccc(O)cc12
    -1.4, 10
> C[C@@H]1CN([C@H](C)CO)C(=O)c2cccc(NC(=O)Nc3ccc4c(c3)OCO4)c2O[C@@H]1CN(C)Cc1ccc(-c2ccccc2)cc1
    1.1, .
> CNC[C@H]1Oc2c(NS(=O)(=O)c3ccc(Cl)cc3)cccc2C(=O)N([C@H](C)CO)C[C@@H]1C
    -0.1, .
> C/C=C/c1ccc2c(c1)O[C@@H](CN(C)C(=O)NC(C)C)[C@@H](C)CN([C@H](C)CO)S2(=O)=O
    0.0, -6
> C[C@H](CO)N1C[C@H](C)[C@@H](CN(C)C(=O)Nc2ccc3c(c2)OCO3)OCc2ccccc2-c2ccccc2C1=O
    0.9, 9
> C[C@@H]1CN([C@H](C)CO)C(=O)Cc2cc(NC(=O)C3CC3)ccc2O[C@H]1CN(C)S(=O)(=O)c1cn(C)cn1
    0.5, .
> C[C@@H]1CN([C@H](C)CO)C(=O)c2cc(C#Cc3ccccc3)cnc2O[C@@H]1CN(C)C(=O)C1CC1
    3.2, -13
> CN(C)CC(=O)N[C@@H]1C=C[C@H](CC(=O)NCc2ccc(Cl)cc2)O[C@H]1CO
    0.3, -8
> COc1ccc(C(=O)CSc2nc3nc(C)cc(C)c3c(=O)[nH]2)cc1OC
    0.2, -10
> CC(C)NC(=O)N(C)C[C@H]1OCCCC[C@H](C)Oc2ccc(NS(=O)(=O)c3ccc(F)cc3)cc2C(=O)N([C@H](C)CO)C[C@@H]1C
    1.4, .
> O=C1/C(=C/c2ccc(N3CCOCC3)cc2)CCC1C1CCCC1 (stereo not given)
    0.1, 1
> C[C@H]1CN([C@@H](C)CO)C(=O)c2cccc(NC(=O)CCCCCC(=O)Nc3ccccc3N)c2O[C@H]1CN(C)C(=O)Nc1ccc(F)cc1
    ., -4
> O=C(CN1C(=O)c2ccccc2C1=O)Nc1ccc(NC(=O)c2ccco2)cc1
    0.6, 2
> O=C(C[C@H]1C[C@H]2c3cc(NC(=O)C4CCOCC4)ccc3O[C@H]2[C@H](CO)O1)NCc1ccc(Cl)cc1
    -0.1, -4
> C[C@@H]1CN([C@@H](C)CO)C(=O)c2c(c3ccccc3n2C)-c2ccccc2CO[C@H]1CN(C)C(=O)Nc1cccc(F)c1
    ., -45
> C[C@@H]1CN([C@H](C)CO)S(=O)(=O)c2ccc(-c3ccccc3F)cc2O[C@@H]1CN(C)C(=O)C1CC1
    0.0, -1
> COc1ccc(S(=O)(=O)Nc2ccc3c(c2)C(=O)N([C@@H](C)CO)C[C@@H](C)[C@H](CN(C)C(=O)Nc2ccc4c(c2)OCO4)OCCCC[C@H](C)O3)cc1
    3.3, .
> C[C@H](CO)N1C[C@H](C)[C@H](CN(C)C(=O)NC2CCCCC2)Oc2ccc(NC(=O)Nc3ccc(F)cc3)cc2CC1=O
    1.7, -4
> C[C@@H]1CN([C@@H](C)CO)C(=O)Cc2cc(NS(=O)(=O)c3cn(C)cn3)ccc2O[C@H]1CN(C)S(C)(=O)=O
    5.0, .
> Cc1cccc(N(CC(=O)NC2CCCCCC2)S(C)(=O)=O)c1C
    -0.1, 10
> C[C@@H]1CN([C@H](C)CO)C(=O)c2cc(NC(=O)Cn3cnnn3)ccc2O[C@@H]1CN(C)Cc1ccc(C(=O)O)cc1
    -5.6, .
> CO[C@@H]1CN(C)C(=O)c2ccc(NC(=O)Nc3cccc(Cl)c3)cc2OC[C@H](C)N(C(=O)Nc2c(C)noc2C)C[C@@H]1C
    0.3, -8
> CNC[C@H]1Oc2ccc(NC(=O)Nc3ccc(C(F)(F)F)cc3)cc2CC(=O)N([C@@H](C)CO)C[C@@H]1C
    -3.5, 9
> COc1ccc(NC(=O)Nc2ccc3c(c2)C(=O)N([C@@H](C)CO)C[C@H](C)[C@H](CN(C)Cc2ccc(C(F)(F)F)cc2)O3)cc1
    -0.9, -8
> COc1ccc(NC(=O)N(C)C[C@H]2Oc3c(cccc3N(C)C)C(=O)N([C@H](C)CO)C[C@H]2C)cc1
    1.7, 3
> C[C@@H]1CN([C@@H](C)CO)C(=O)c2cc(NC(=O)Nc3ccc(F)cc3)ccc2O[C@@H]1CN(C)Cc1ccccc1
    2.7, -11
> C[C@H]1CN([C@@H](C)CO)S(=O)(=O)c2ccc(C#CCC3CCCC3)cc2O[C@@H]1CN(C)C
    -1.5, 15
> C[C@H](CO)N1C[C@H](C)[C@@H](CN(C)S(=O)(=O)c2ccc(Cl)cc2)OCCCC[C@H](C)Oc2ccc(NS(=O)(=O)c3cn(C)cn3)cc2C1=O
    -1.9, .
> CC(C)C(=O)Nc1sc2c(c1C(=O)Nc1cccnc1)CCCC2
    1.5, 5
> CC(C)NC(=O)Nc1ccc2c(c1)C(=O)N([C@@H](C)CO)C[C@H](C)[C@H](CN(C)C(=O)Nc1ccc(F)cc1)O2
    3.1, 8
> COc1ccc(S(=O)(=O)Nc2ccc3c(c2)CC(=O)N([C@@H](C)CO)C[C@@H](C)[C@H](CN(C)CC2CC2)O3)cc1
    24, 1&-6
> C[C@H](CO)N1C[C@H](C)[C@H](CN(C)S(=O)(=O)c2cn(C)cn2)OCc2ccccc2-c2c(n(C)c3ccccc23)C1=O
    -0.4, -5
> C[C@@H]1CN([C@H](C)CO)C(=O)c2cccc(NC(=O)C3CCOCC3)c2O[C@@H]1CN(C)Cc1ccccc1
    -1.5, -16
> C[C@H]1CN([C@@H](C)CO)S(=O)(=O)c2ccc(-c3cccc(F)c3)cc2O[C@H]1CN(C)C(=O)Nc1cc(F)ccc1F
    -19, .
> CO[C@H]1CN(C)C(=O)c2cc(NC(=O)Nc3ccccc3F)ccc2OC[C@H](C)NC[C@@H]1C
    -0.4, -5
> COc1ccc(Nc2nc(N)nc(CSCCO)n2)cc1
    0.5, -8
> O=C(NCc1ccco1)c1cc(-c2ccccc2)on1
    -0.3, 8
> CO[C@@H]1CN(C)C(=O)c2ccc(NC(=O)Nc3cc(F)ccc3F)cc2OC[C@H](C)N(C(=O)c2cnccn2)C[C@@H]1C
    0.2, -7
> C[C@H](CO)N1C[C@H](C)[C@@H](CN(C)C(=O)Nc2ccc(C(F)(F)F)cc2)Oc2ccc(NS(=O)(=O)c3ccc(F)cc3)cc2C1=O
    0.3, .
> C[C@H](CO)N1C[C@H](C)[C@H](CN(C)S(=O)(=O)c2ccc(Cl)cc2)Oc2ccc(NC(=O)NC3CCCCC3)cc2CC1=O
    -1.5, -12
> Cc1noc(C)c1S(=O)(=O)N(C)C[C@@H]1OCCCC[C@@H](C)Oc2ccc(NC(=O)C3CCCCC3)cc2C(=O)N([C@H](C)CO)C[C@H]1C
    -1.9, .
> C[C@@H]1CN([C@H](C)CO)C(=O)c2cccc(NS(=O)(=O)c3ccc(Cl)cc3)c2O[C@H]1CN(C)S(=O)(=O)c1ccccc1
    1.9, .
> CO[C@@H]1CN(C)C(=O)c2cc(NC(=O)C3CCCC3)ccc2OC[C@H](C)N(C(C)=O)C[C@H]1C
    ., 14
> C[C@@H]1CCCCO[C@@H](CN(C)C(=O)Nc2ccc(C(F)(F)F)cc2)[C@H](C)CN([C@H](C)CO)C(=O)c2cc(NC(=O)c3ccncc3)ccc2O1
    1.3, .
> C[C@H](CO)N1C[C@H](C)[C@H](CN(C)Cc2ccc(Oc3ccccc3)cc2)Oc2ccc(NC(=O)Nc3ccc(C(F)(F)F)cc3)cc2CC1=O
    1.5, .
> C[C@H](CO)N1C[C@H](C)[C@H](CN(C)C(=O)C2CC2)Oc2cc(C#CC(C)(C)O)ccc2S1(=O)=O
    ., 9
> O=C(C[C@@H]1C=C[C@H](NC(=O)Nc2cccc(F)c2)[C@@H](CO)O1)NCC1CCCCC1
    -0.6, 9
> C[C@@H]1CN([C@H](C)CO)C(=O)c2cc(-c3cncnc3)cnc2O[C@H]1CN(C)Cc1ccccc1
    -1.9, 23

Some of the entries above, reformatted:
Molecule: CNC[C@H]1Oc2ccc(NC(=O)Nc3ccc(C(F)(F)F)cc3)cc2CC(=O)N([C@@H](C)CO)C[C@@H]1C
- IDH1 mut inh: -3.5
- PRC2 inh: 9
Molecule: COc1ccc(NC(=O)Nc2ccc3c(c2)C(=O)N([C@@H](C)CO)C[C@H](C)[C@H](CN(C)Cc2ccc(C(F)(F)F)cc2)O3)cc1
- IDH1 mut inh: -0.9
- PRC2 inh: -8

A different layout for part of the listing above:
COc1ccc(NC(=O)Nc2ccc3c(c2)C(=O)N([C@@H](C)CO)C[C@H](C)[C@H](CN(C)Cc2ccc(C(F)(F)F)cc2)O3)cc1
- IDH1 mut inh: -0.9
- PRC2 inh: -8

COc1ccc(NC(=O)N(C)C[C@H]2Oc3c(cccc3N(C)C)C(=O)N([C@H](C)CO)C[C@H]2C)cc1
- IDH1 mut inh: 1.7
- PRC2 inh: 3

C[C@@H]1CN([C@@H](C)CO)C(=O)c2cc(NC(=O)Nc3ccc(F)cc3)ccc2O[C@@H]1CN(C)Cc1ccccc1
- IDH1 mut inh: 2.7
- PRC2 inh: -11

Other structures:
Each structure is followed by: IDH1 mut inh, PRC2 inh
> O=C(CSc1ncnc2nc[nH]c12)N1CCOCC1
    0.8, -4
> Cc1ccc(-c2cnc3c(c2)C(=O)N([C@H](C)CO)C[C@@H](C)[C@H](CN(C)C(=O)c2cccnc2)O3)cc1
    -0.2, -8
> COc1ccc(S(=O)(=O)Nc2ccc3c(c2)OC[C@@H](C)N(C)C[C@@H](C)[C@H](OC)CN(C)C3=O)cc1
    0.3, 0
> O=C(CCn1cnc2ccccc2c1=O)Nc1ccc2c(c1)Cc1ccccc1-2
    0.2, -8
> CS(=O)(=O)N(CC(=O)Nc1ccccc1C(F)(F)F)C1CCCCC1
    -0.5, 0
> C[C@@H]1CN([C@@H](C)CO)C(=O)c2cc(NS(=O)(=O)c3ccc(Cl)cc3)ccc2O[C@H]1CN(C)C(=O)Nc1ccc(F)cc1
    0.8, 0
> OC1C=CC(O)C23OC12C(O)C=CC31Oc2cccc3cccc(c23)O1 (stereo not given)
    4.6, 15
> Cc1noc(C)c1NC(=O)N(C)C[C@@H]1Oc2ccc(NC(=O)Cc3ccccc3)cc2CC(=O)N([C@@H](C)CO)C[C@H]1C
    0.5, 4
> COc1cccc(NC(=O)N[C@H]2CC[C@@H](CC(=O)N3CCN(C)CC3)O[C@@H]2CO)c1
    0.1, -6
> COc1ccc(NC(=O)N(C)C[C@H]2OCCCC[C@H](C)Oc3ccc(NC(=O)Nc4ccccc4)cc3C(=O)N([C@@H](C)CO)C[C@H]2C)cc1
    -0.6, .
> COc1ccc(CN(C)C[C@H]2Oc3ccc(NC(=O)NC4CCCCC4)cc3C(=O)N([C@@H](C)CO)C[C@H]2C)cc1
    2.3, .
> COc1c(CO)c(O)cc2c1C(=O)CCC2O (stereo not given)
    0.4, .
> Cc1noc(C)c1NC(=O)N(C)C[C@H]1Oc2ccc(NC(=O)Cc3ccccc3)cc2C(=O)N([C@H](C)CO)C[C@@H]1C
    -1.2, -6
> C[C@@H]1CN([C@@H](C)CO)C(=O)c2cc(NS(=O)(=O)c3ccccc3)ccc2O[C@@H](C)CCCCO[C@@H]1CN(C)C(=O)c1ccncc1
    -5.9, .
> CNC[C@@H]1OCCCC[C@@H](C)Oc2ccc(NC(=O)C3CCCCC3)cc2C(=O)N([C@H](C)CO)C[C@H]1C
    3.4, 0
> C[C@@H]1CN([C@H](C)CO)C(=O)CCCn2nncc2CO[C@@H]1CN(C)S(=O)(=O)c1ccc2ccccc2c1
    -9.0, -6
> COc1ccccc1-c1ccc2c(c1)O[C@H](CN(C)S(=O)(=O)c1ccc(C)cc1)[C@H](C)CN([C@H](C)CO)S2(=O)=O
    -0.3, .
> O=C(Cc1ccncc1)NCC[C@@H]1CC[C@H](NC(=O)Nc2ccc(F)cc2)[C@@H](CO)O1
    0.0, -3
